GLP-1R agonist: activates the human GLP-1 receptor; HEK293 GLP-1R CRE-luciferase, luminescence, 4-6 h; cells express a hypersensitive GLP-1R form; P43220; 380,000 tested, 0.007% active; Potency, µM (highest dose often 45.6 µM), for the others: top-dose activation, usual class: activators; also: potency is read from the fitted curve at half-maximal effect; % of control where 0% means no effect
Target sequence (P43220 whole entry, looked up): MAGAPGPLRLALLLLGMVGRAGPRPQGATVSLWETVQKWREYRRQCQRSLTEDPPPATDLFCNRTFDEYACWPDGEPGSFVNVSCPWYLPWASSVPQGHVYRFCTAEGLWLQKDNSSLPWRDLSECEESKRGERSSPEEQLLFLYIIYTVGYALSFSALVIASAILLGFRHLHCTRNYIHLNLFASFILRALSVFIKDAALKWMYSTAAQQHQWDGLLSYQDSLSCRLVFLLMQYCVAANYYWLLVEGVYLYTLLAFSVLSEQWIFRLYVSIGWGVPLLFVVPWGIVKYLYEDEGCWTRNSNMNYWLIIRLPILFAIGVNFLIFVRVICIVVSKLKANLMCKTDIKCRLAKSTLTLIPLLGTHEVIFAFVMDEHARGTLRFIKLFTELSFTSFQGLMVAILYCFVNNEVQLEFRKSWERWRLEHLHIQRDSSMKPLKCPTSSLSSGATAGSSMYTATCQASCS
DRD3 antagonist: antagonists of human D3 dopamine receptor; P35462; D3R cells, DiscoveRx beta-arrestin luminescence, antagonist mode; stronger effect = lower value; max response, negative = inhibition, %; 360,000 tested, 2.5% active; in the data active = max response below about -50%; inconclusive = no clear call, values can overlap the other calls; also: % is scaled to controls: 0 for no effect and ±100 for the full control effect; mostly tested at two doses, the higher about 12 µM
Target sequence (P35462 whole entry, looked up): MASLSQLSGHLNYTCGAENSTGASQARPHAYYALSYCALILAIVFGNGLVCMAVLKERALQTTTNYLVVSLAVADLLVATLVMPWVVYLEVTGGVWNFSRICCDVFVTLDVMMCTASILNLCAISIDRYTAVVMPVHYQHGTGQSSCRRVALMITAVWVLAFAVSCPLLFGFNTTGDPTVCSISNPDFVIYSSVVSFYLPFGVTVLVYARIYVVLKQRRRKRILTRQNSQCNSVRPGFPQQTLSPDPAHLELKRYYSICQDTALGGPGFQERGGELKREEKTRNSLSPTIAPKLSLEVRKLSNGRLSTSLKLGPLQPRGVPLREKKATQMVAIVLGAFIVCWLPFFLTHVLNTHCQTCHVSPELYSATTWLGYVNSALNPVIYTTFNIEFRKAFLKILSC
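Cells plated overnight at 1500 cells/well, then exposed to library compounds with dopamine controls for 90 minutes at 37 degrees C. DiscoveRx reagent added for 30–60 minutes at room temperature; luminescence read, quantitative HTS format.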
aSyn rescue: inhibitors of alpha-synuclein toxicity in yeast | 370,000 tested, 0.14% active | Yeast expressing alpha-synuclein, growth rescue, BacTiter-Glo, 24 h | Potency, µM (top dose mostly 46.1 µM), for inactives: at the highest dose growth rescue (activation), hits mostly activators; also: potency is read from the fitted curve at half-maximal effect; % of control where 0% means no effect; nearly all actives have a fitted effect of over 65% in size
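Readout is rescue of growth in alpha-synuclein-expressing yeast, so inhibitors of toxicity appear as activators. Growth after 24 hr at 30 deg C in galactose medium is quantified by luminescence.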
KB-V1 cytotox: KB-V1 MDR subline cytotoxicity; Potency, µM (titrated, usually from 46.1 µM), for the others: at the top dose activity change, negative = cytotoxicity, most hits filed as cytotoxic; 400,000 tested, 3.4% active; KB-V1 MDR cells viability, CellTiter-Glo, 72 h; AID 1347076; also: potency is read from the fitted curve at half-maximal effect; % is scaled to controls: 0 for no effect and ±100 for the full control effect; nearly all actives have a fitted effect of over 60% in size
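Compound-treated KB-V1 multidrug-resistant cells, 72 h, 37 degrees C; viability by CellTiter-Glo. Fitted qHTS curves give the values.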
GLP1R inv ag: acts as inverse agonist at human GLP-1 receptor; HEK293 GLP-1R CRE-luciferase, luminescence, 24 h; GLP-1R form is constitutively active; Potency, µM (titrated, usually from 38.3 µM), without a hit: top-dose activity change, negative = inhibition, most hits filed as inhibitors; 410,000 tested, 1.6% active; AID 624417; also: potency is read from the fitted curve at half-maximal effect; % is scaled to controls: 0 for no effect and ±100 for the full control effect; nearly all actives have a fitted effect of over 55% in size
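Inverse agonists were sought by their lowering of basal cAMP reporter luciferase output in HEK293 cells stably carrying constitutively active human GLP-1R, after 24 h compound treatment.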
TDP-43 yeast inh: TDP-43 toxicity inhibition in yeast. TDP-43 expressing yeast growth rescue, BacTiter-Glo, 24 h. Potency, µM (highest dose often 46.1 µM), for the others: at the highest dose growth rescue (activation), usual class: activators. 410,000 tested, 1.8% active; also: potency is read from the fitted curve at half-maximal effect; % of control where 0% means no effect; nearly all actives have a fitted effect of over 50% in size
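Cell-based yeast growth screen: TDP-43 expression induced in galactose, inoculum OD600=0.02 after raffinose pregrowth to mid-log. Read-out BacTiter-Glo luminescence at 24 hr, 30 deg C; inhibition of toxicity seen as signal increase.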
PTHR1 agonist: agonists of human PTHR1 parathyroid hormone receptor; Q03431; HEK293 GP2 PTHR1 cells, GloSensor cAMP luminescence, 1 h; Potency, µM (highest dose often 115 µM), without a hit: at the highest dose activation, hits mostly activators; 410,000 tested, 0.075% active; also: potency is read from the fitted curve at half-maximal effect; nearly all actives have a fitted effect of over 55% in size; some results filed as inactive show a strong effect at the top dose; inactives centre near -15; many of its hits are not listed in these tables
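HEK-293-derived GP2 cells expressing PTHR1 and a GloSensor cAMP reporter, 3,000/well, plated overnight, given luciferin plus IBMX (each 0.5 mM as added) for 1 h at 37 °C, then compound for 1 h at 37 °C. Luminescence was read after 15 min at room temperature.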
HEK293 tox: cytotoxic in the GLP-1 receptor inverse agonist counter-screen. HEK293 cAMP-luciferase reporter cells, luminescence, 24 h. Potency, µM (doses to about 38.3 µM), without a hit: at the highest dose activity change, negative = inhibition, hits mostly inhibitors. 410,000 tested, 0.13% active. AID 624418;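 also: loss of luciferase light is scored as toxicity; potency is read from the fitted curve at half-maximal effect; % is scaled to controls: 0 for no effect and ±100 for the full control effect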
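1536-well qHTS counterscreen of the MLSMR; 200 cells/uL, 12 h pre-incubation, 23 nL cpd, 24 h at 37 deg C 5% CO2, luciferase detection reagent, 12 min RT, luminescence. Inhibition = undesired.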
DRD3 agonist: agonists of human D3 dopamine receptor; P35462; D3R DiscoveRx beta-arrestin cells, luminescence, 90 min; max activation, %; 410,000 tested, 0.58% active; AID 652048; in the data active = max activation above about 30%; also: 0% is about no effect; mostly tested at two doses, the higher about 12 µM
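Agonist-mode cell screen: cells plated at 1500/well and incubated overnight at 37 °C, then exposed to library compounds for 90 min at 37 °C. Detection reagent was added for 30–60 min at room temperature, and luminescence was read.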
Starred values were filed as active, the others as inactive; i = inactive; ? = inconclusive; . = not tested or not shown; [ ] = another dose, or the depositor's remark. Unless noted, calls follow the shape of the dose curve; as a rule, active = well fitted curve in the direction sought with a large enough effect; inconclusive = small, poorly fitted or top-dose-only effect, or another doubt; inactive = no such curve, though single readings can be large; an effect the other way counts as inactive or inconclusive.

SMILES	GLP-1R agonist	DRD3 antagonist	aSyn rescue	KB-V1 cytotox	GLP1R inv ag	TDP-43 yeast inh	PTHR1 agonist	HEK293 tox	DRD3 agonist
COc1cc(C(=O)N2CCC2(C)C(=O)NC(C)C)cc(OC)c1OC (stereo unspecified)	-7%	0	2%	5%	22%	19%	i	6%	0
COc1ccc(NC(=O)Nc2nnc(CC(=O)NCc3ccccc3)s2)cc1	2%	1	-8%	?	20%	-2%	-25%	-9%	-2
CC(=O)c1c(C)c2c(n1CCN(C)C)CCCC2	-22%	-6	2%	1%	?	14%	-11%	-18%	0
Cc1onc(-c2c(F)cccc2Cl)c1C(=O)NNC(=O)C1CCN(Cc2ccccc2)CC1	2%	-7	5%	-1%	2%	3%	i	-2%	-6
CCN1C(=O)N[C@@H](CCc2ccccc2)[C@H](C(C)=O)[C@H]1C	14%	9	-1%	0%	13%	0%	-8%	-12%	2
CCN(C(=O)C1CC1)C1CCS(=O)(=O)C1 (stereo unspecified)	2%	0	-7%	-7%	0%	-14%	?	-4%	5
CC(C)(C)NC(=O)CCn1nc(-c2ccc(Cl)cc2)c2ccccc2c1=O	13%	-11	2%	-6%	?	14%	-1%	-6%	-4
COc1ccc(CCN2C(=O)C(O)=C(C(C)=O)C2c2ccccc2OC)cc1OC (stereo unspecified)	7%	7	-13%	7%	7%	-3%	-13%[57.5 µM]	-2%	-5
COc1ccc(OCCOc2ccc(C)nc2[N+](=O)[O-])cc1	5%	-4	5%	?	23%	?	i	14%	6
CSCCC1NC(=O)N(CC(=O)Nc2c(Cl)cc(Cl)cc2Cl)C1=O (stereo unspecified)	4%	-6	1%	1%	-28%	3%	-5%[57.5 µM]	8%	1
O=C(CCN1C(=O)/C(=C/c2ccccc2F)SC1=S)NC1C=CS(=O)(=O)C1 (stereo unspecified)	10%	6	14%	9%	13%	11%	-17%	4%	-1
CC(C)NS(=O)(=O)c1ccc(NC(=O)C2CCCCC2)cc1	16%	-22	1%	4%	21%	-2%	7%[57.5 µM]	-7%	4
CC(C)(C)OC(=O)N(CCc1ccccc1)Cc1ccc(OCc2cccc(NC(=O)C3CC3)c2)cc1	-3%	86	-8%	?	7.9µM*	-18%	-42%[inhibitor]	9%	8
Cc1ccc(-n2ccnc(NCCc3ccccc3)c2=O)cc1C	1%	.	.	-2%	10%	14%	-8%	2%	-21
COc1ccc2cc(CCNC(=O)CCc3ccccc3)c(=O)[nH]c2c1	3%	6	2%	?	-6%	11%	-14%	-26%	1
Cc1cc(C)cc(N2CCn3c2nc2c3c(=O)n(C/C=C/c3ccccc3)c(=O)n2C)c1	.	.	.	.	1%	7%	9%	2%	-9
Cc1ccc(Cn2c(=O)n(CCCCC(=O)NCCc3ccc(Cl)cc3)c(=O)c3ccccc32)cc1	-7%	.	.	0%	1%	0%	-7%	5%	1
COc1cc(NC(=O)Cn2cnc3c(OCc4ccccc4)ncnc32)cc(OC)c1OC	-9%	25	-2%	11%	-5%	3%	-20%	-9%	5
Cc1nn(-c2ccc(N3CCCC3)nn2)c(C)c1CCC(=O)NCc1ccc(F)cc1	.	.	.	.	4%	1%	i	2%	3
COc1ccc(C2Nc3cccc4cccc(c34)N2)cc1Br	8%	2	3%	7%	11%	?	-3%	-2%	1

Ordered by length of the SMILES (descending): 3 of the compounds above
SMILES	GLP-1R agonist	DRD3 antagonist	aSyn rescue	KB-V1 cytotox	GLP1R inv ag	TDP-43 yeast inh	PTHR1 agonist	HEK293 tox	DRD3 agonist
Cc1ccc(Cn2c(=O)n(CCCCC(=O)NCCc3ccc(Cl)cc3)c(=O)c3ccccc32)cc1	-7%	.	.	0%	1%	0%	-7%	5%	1
O=C(CCN1C(=O)/C(=C/c2ccccc2F)SC1=S)NC1C=CS(=O)(=O)C1 (stereo unspecified)	10%	6	14%	9%	13%	11%	-17%	4%	-1
COc1ccc(C2Nc3cccc4cccc(c34)N2)cc1Br	8%	2	3%	7%	11%	?	-3%	-2%	1

(listing goes on)
SMILES	GLP-1R agonist	DRD3 antagonist	aSyn rescue	KB-V1 cytotox	GLP1R inv ag	TDP-43 yeast inh	PTHR1 agonist	HEK293 tox	DRD3 agonist
O=c1cc(-c2ccccc2)oc2cc(OCc3ccccc3)cc(O)c12	7%	10	1%	?	51%[activator]	16%	-9%	11%	4
NC(=O)c1cnn(Cc2ccc(Cl)cc2)c1N	-4%	-17	-2%	-15%	7%	-10%	?	12%	-1
COc1cc(OC)c(S(=O)(=O)Nc2ccccc2NC(=O)CN2CCOCC2)cc1NC(C)=O	4%	7	-3%	12%	12%	15%	-6%	-6%	5
CCN(CCO)c1ncnc2onc(-c3ccc(F)cc3)c12	-2%	3	-6%	4%	5%	-1%	-1%	-22%	5
O=[N+]([O-])c1ccc(N2CCN(Cc3ccccc3)CC2)s1	6%	-66*	-11%	?	-21%	-7%	-17%	-10%	-9
CC(C)(C)C1(O)CC(C(F)(F)F)=NN1C(=O)CCc1ccccc1 (stereo unspecified)	21%	-3	1%	-2%	?	-12%	i	-2%	5
Fc1ccccc1CNc1cc(Cl)cc(Cl)c1	-3%	40	-26%	8%	?	11%	i	-9%	7
CSc1nc2ccc3nc(NC(=O)c4ccccc4)sc3c2s1	-1%	27	2%	0%	15%	9%	-25%	3%	3
COc1ccc(-c2c(C#Cc3ccsc3)c3cc(-c4ccc(OC)nc4)ccc3n2C)cc1	-4%	23	-7%	-2%	4%	30%	i	-18%	5
C[n+]1c2n(c3ccccc31)N=C(c1ccc(Br)cc1)CS2	-4%	?	26%	0%	-6%	-24%	-35%[inhibitor]	-19%	12
COc1ccc([C@@H]2CC(=O)[C@@H]3CN(S(=O)(=O)c4ccc(Cl)cc4)[C@H](c4ccc(C)cc4)C[C@@H]3N2S(=O)(=O)c2ccccc2)cc1	0%	22	1%	11%	5%	18%	-11%	1%	-1
O=C(O)CCC(=O)N1CCCC1	-1%	3	-3%	5%	38%[activator]	11%	i	2%	2
Brc1ccc(OCCN2CCOCC2)cc1	-5%	-20	1%	8%	-8%	-11%	-19%	3%	-10
COc1cccc(N=Cc2ccc(O)cc2O)c1	-10%	9	-1%	-6%	-9%	-10%	i	6%	34*
O=C(c1cc2ccccc2cc1O)N1CCN(c2cccc(Cl)c2)CC1	-16%	28	13%	-4%	?	11µM*	-27%	-22%	10
Cc1ccc(C)n1C1CCS(=O)(=O)C1 (stereo unspecified)	-8%	?	9%	-5%	84%[activator]	9%	-6%[57.5 µM]	-21%	-2
CC(C)CCC1(CCNC(=O)c2cccs2)CCOC(C)(C)C1 (stereo unspecified)	18%	8	16%	?	?	18%	-7%	5%	7
CC1(C)CC(NC(=O)c2ccc(Cl)c(S(=O)(=O)N(Cc3ccccc3)c3ccccc3)c2)CC(C)(C)N1	-31%[inhibitor]	-23	2%	-4%	?	-14%	i	?	-10
CCOC(=O)Cc1csc(SC(C)C(=O)NC2CCCCC2C)n1 (stereo unspecified)	5%	-17	-18%	?	-6%	-7%	-18%	-23%	-3
CC1=C(C(=O)Nc2cc(C(=O)N(C)Cc3ccccc3)ccc2C)SCCO1	9%	6	-4%	-48%	7%	1%	i	-2%	3
COc1cccc(N2CCN(C(=O)CCc3c(C)nc4c(c3C)c(=O)n(C)c(=O)n4C)CC2)c1	1%	.	.	-9%	0%	-5%	-12%	-7%	2
COc1ccc(CC(C)N2CCN(Cc3ccccc3)CC2)c(OC)c1 (stereo unspecified)	-14%	-84*	1%	17%	-4%	-23%	-15%	-2%	-39
COC(=O)c1cc(NC(=O)c2ccc(-c3ccccc3)cc2)ccc1Cl	13%	9	12%	-3%	-3%	8%	-42%[inhibitor]	-1%	-12
CCOc1ccc(C(C)NC(=O)Cc2ccccc2)cc1OCC (stereo unspecified)	-1%	-1	0%	21%	28%	-7%	i	25%	-1
Cc1nn(CC(=O)N2CCCCC2)c(=O)c2nn(-c3ccccc3)c(C)c12	-5%	-6	9%	-4%	11%	-10%	i	-5%	-8
CCc1nc(CNC(=O)C2CCC(=O)N(CCc3ccc(OC)cc3)C2)cs1 (stereo unspecified)	0%	21	-1%	.	-1%	8%	-3%	-5%	8
CC(NC(=O)C1CCCN(S(=O)(=O)c2cnc[nH]2)C1)c1ccccc1 (stereo unspecified)	0%	-3	-1%	-11%	0%	17%	-10%	?	-14
CCCCOc1ccccc1C(=O)N(Cc1ccco1)C1CCS(=O)(=O)C1 (stereo unspecified)	14%	8	3%	5%	11%	17%	i	-16%	-1
Cc1ccccc1OCCCC(=O)NCc1ccco1	2%	-123*	4%	0%	?	4%	i	-21%	2
COc1ccc(C(=O)NCCc2nnc3ccc(SCC(=O)NCCc4ccc(OC)c(OC)c4)nn23)cc1	5%	-4	-3%	17%	-7%	5%	-5%	0%	-11
COc1ccc(Cl)cc1C(=O)NCCN(C)C	-2%	-72*	-2%	7%	3%	-12%	-5%[57.5 µM]	0%	-4
CN(C)CCCn1c(=O)n(Cc2ccco2)c(=O)c2c3c(sc21)CCCCC3	16%	-16	-3%	-3%	4.5µM*	3%	i	-4%	-22
Cc1onc(C(=O)N2CCC(Cc3ccccc3)CC2)c1[N+](=O)[O-]	-3%	-7	11%	6%	?	?	-1%	-3%	-12
CCOC(=O)c1sc2nc(COC(=O)c3c(F)cccc3F)[nH]c(=O)c2c1C	-6%	10	0%	8%	11%	13%	i	2%	3
COc1ccccc1C(=O)NC(=O)Nc1cccc(Cl)c1	-1%	-1	-5%	-2%	-10%	15%	-35%[inhibitor]	-6%	-4
NC(COCc1ccccc1)c1csc(Nc2ccc(S(N)(=O)=O)cc2)n1 (stereo unspecified)	5%	9	0%	5%	-14%	16%	-5%	-5%	3
CC(C)(C)CC(C)(C)NC(=S)Nc1ccc2nc(-c3ccccn3)c(-c3ccccn3)nc2c1	-1%	-14	1%	-5%	-15%	-10%	i	109%[activator]	3
CC(NC(=O)CSC(=S)N1CCCC1)c1ccc(S(N)(=O)=O)cc1 (stereo unspecified)	1%	-1	-1%	16%	9%	5%	i	4%	-11

Bioassay records from PubChem.

A portion of the library; the hit share may differ from the screen's.
